Screening data deposited in PubChem BioAssay by several laboratories.
Kir21 inh – inhibitors of mouse Kir2.1 inward-rectifier potassium channel; AID 1672, 2009; B-score at 10 µM; 0.85% of 310,000 active; HEK293-Kir2.1, FluxOR thallium flux fluorescence; hits give low values;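 active = fluorescence ratio B-score at or below minus 3 SD of library scores, with starting-brightness B-score within 2 SD, cut at about -4.2 in these data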;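 note: channel flux triggered by added potassium and thallium sulfate stimulus; B-score of peak minus minimum fluorescence over baseline after thallium stimulus; more negative B-score means stronger Kir2.1 block with less thallium influx; some compounds called inactive have numbers as strong as hits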
KCNQ2 inh – KCNQ2 potassium channel inhibitors, primary screen, cell-based, CHO-K1, FluxOR thallium flux, B-score (AID 2156); 20 min; hits give low values; B-score at 10 µM; 1.1% of 310,000 active;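 active = fluorescence ratio B-score at most minus 3 library SDs, with starting brightness B-score within 2 library SDs, cut at about -5.5 in these data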
Target sequence (O88943 whole entry, looked up): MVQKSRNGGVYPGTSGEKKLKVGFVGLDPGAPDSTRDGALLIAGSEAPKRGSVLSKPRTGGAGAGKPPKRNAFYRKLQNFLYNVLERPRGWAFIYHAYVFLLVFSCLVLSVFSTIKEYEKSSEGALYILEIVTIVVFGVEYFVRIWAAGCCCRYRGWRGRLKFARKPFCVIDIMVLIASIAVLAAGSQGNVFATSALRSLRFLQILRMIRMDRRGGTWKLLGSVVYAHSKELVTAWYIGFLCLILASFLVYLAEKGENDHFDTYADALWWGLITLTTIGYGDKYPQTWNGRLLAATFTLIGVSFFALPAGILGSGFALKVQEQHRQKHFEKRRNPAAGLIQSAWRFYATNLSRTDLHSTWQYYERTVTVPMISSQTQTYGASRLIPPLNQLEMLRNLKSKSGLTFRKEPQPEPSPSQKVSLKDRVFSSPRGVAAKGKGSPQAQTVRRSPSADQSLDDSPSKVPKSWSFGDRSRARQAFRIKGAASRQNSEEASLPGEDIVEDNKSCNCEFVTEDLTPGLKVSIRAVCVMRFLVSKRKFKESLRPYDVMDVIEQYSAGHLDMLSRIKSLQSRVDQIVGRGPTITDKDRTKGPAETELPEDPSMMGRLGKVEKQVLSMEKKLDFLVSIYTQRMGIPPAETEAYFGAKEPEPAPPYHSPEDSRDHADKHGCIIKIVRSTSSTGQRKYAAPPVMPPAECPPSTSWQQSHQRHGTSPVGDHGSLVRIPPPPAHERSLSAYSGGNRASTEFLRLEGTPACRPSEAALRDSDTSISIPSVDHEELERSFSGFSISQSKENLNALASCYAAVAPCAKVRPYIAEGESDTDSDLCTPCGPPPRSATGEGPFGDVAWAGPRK
STK33 inh – inhibitors of purified STK33 kinase, primary screen, biochemical, ADP-Glo luminescence, homogeneous, cell-free | 0.073% of 320,000 active | AID 2661, 2010 | Serine/threonine-protein kinase 33 (Homo sapiens), Q9BYT3 | MBP phosphorylation | inhibition, % at 10 µM;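 active = inhibition at or above 25%, using the most active replicate where run in duplicate; inactive = inhibition below 25%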
The depositor's hits bear a star; i = inactive; x = not tested or not shown.

SMILES	Kir21 inh	KCNQ2 inh	STK33 inh
O=C(Nc1cccc(C(F)(F)F)c1)C1CCCN(S(=O)(=O)c2cnc[nH]2)C1 (stereo not given)	0.96	i	-0.2
CCOC(=O)C1(C)NC(c2cccc(C)c2)C2C(=O)N(c3ccccc3)C(=O)C21 (stereo not given)	0.4	i	-0.6
COc1ccc(/C=N/NC(=O)c2ccc(=O)[nH]n2)cc1OC	1.15	i	-0.1
Cc1cccc(C)c1OCC(=O)N(Cc1ccc(Cl)cc1)C1CCS(=O)(=O)C1 (stereo not given)	-0.21	i	0.5
COc1ccc(NC(=O)COC(=O)c2ccc([N+](=O)[O-])o2)cc1Cl	3.7	i	-0.9
COc1ccc(Cc2nnc(NC(=O)Nc3ccc(C)cc3)s2)cc1OC	0.73	i	1.1
COc1cc(/C=N/NC(=O)c2ccc3c(c2)OCCO3)cc(Cl)c1O	-1.47	i	3.9
O=C(NCC1CC1)c1cc(-c2ccccc2)nn1CC1CC(c2cccnc2)=NO1 (stereo not given)	0.09	i	0.2
c1ccc(-c2nnc(SCC3CCCO3)nc2-c2ccccc2)cc1 (stereo not given)	0.32	i	12.0
Cc1cc(C(=O)Nc2ccc(S(=O)(=O)N3CCOCC3)cc2)ccc1[N+](=O)[O-]	0.76	i	1.7
O=C(NCCCN1CCOCC1)C1Nc2ccc(OC(F)(F)F)cc2C2C=CCC12 (stereo not given)	0.7	i	-0.3
C/C(=C\C(=O)c1ccc(Cl)cc1)NCc1ccc2c(c1)OCO2	-0.72	i	-1.5
COC(=O)c1ccccc1NC(=O)CSc1ncn[nH]1	-0.35	i	-0.4
O=c1[nH]c(Nc2ccc(F)cc2)cc2ccccc12	-1.18	i	0.4
Cc1onc(-c2c(F)cccc2Cl)c1C(=O)OCc1cnc(Cl)s1	-2.74	i	0.7
Cc1ccc(-c2csc3ncnc(Oc4cccc5ccc(C)nc45)c23)cc1	-0.56	i	-0.8
COC(=O)c1cn(CC(=O)N2C(C)CCCC2C)c2ccccc12 (stereo not given)	-0.75	i	0.1
CCCc1nnc(SCC(=O)Nc2ccccc2Cl)n1CC1CCCO1 (stereo not given)	0.03	i	0.5
CCCOc1ccc(N2C(=O)CC(NCCNc3ccc([N+](=O)[O-])cn3)C2=O)cc1 (stereo not given)	1.16	i	-1.9
O=C1CCCC2=C1C(c1ccc(Cl)cc1)N1C(=O)CCSC1=N2 (stereo not given)	-0.09	i	-0.4
COc1ccc(-n2ncc3c2CC(C)(C)CC3NC(=O)c2oc(C)cc2C)cc1 (stereo not given)	1.19	i	-1.7
CC(C)(C)C1c2[nH]c3ccccc3c2CCN1CCCn1cccn1 (stereo not given)	-1.16	i	0.2
COc1ccc(N2CCN(C(=O)c3c(-c4c(F)cccc4Cl)noc3C)CC2)cc1	1.63	i	-2.0
Oc1c(Br)cc(Br)cc1C=Nc1ccc2[nH]ncc2c1	-3.47	i	-1.9
S=C(Nc1ccccc1Cl)N1CCN(c2ccccn2)CC1	0.11	i	x
COc1ccc(NCc2nnc(SCCN3CCCCC3)n2-c2ccc(C)cc2)cc1	-2.02	i	-1.6
COc1cc(NC(=O)CCNC(=O)Cn2cnc3ccccc3c2=O)cc(OC)c1OC	-0.39	i	0.5
C=CCOc1ccc(/C=N/NC(C)=O)cc1OCC	0.03	i	-0.7
COc1ccc2nc(N3CCC(C)CC3)c(C#N)cc2c1	-1.83	i	4.6
COC(=O)c1ccc(NC(=O)c2ccc[n+]([O-])c2)cc1	0.19	i	-0.8
COc1cccc(CN(C)C(=O)c2ccc(COc3ccc(Cl)cc3)cc2)c1OC	-0.85	i	1.3
CCOCCCNC(=O)CNC(=S)N(Cc1ccccc1F)C1CCCCC1	0.14	i	2.5
COC(=O)c1ccc(/C=N/OCC(=O)Nc2cc(F)ccc2F)cc1	2.14	i	-1.5
CCC(Cc1ccccc1)NC(=O)/C=C/c1ccco1 (stereo not given)	-2.29	i	-1.9
Oc1ccc(-c2[nH]ncc2-c2cccc3cccnc23)c(O)c1	-2.47	i	0.1
CCCCCCCC(=O)NNC(=O)CC(=O)Nc1ccccc1C(=O)O	0.36	i	-1.0
CC(C)(Oc1ccc(Cl)cc1)C(=O)NNC(=O)c1ccc(Br)o1	0.17	i	-1.9
O=C(Nc1ccc2ccccc2n1)c1ccccc1Br	-1.16	i	1.7
O=C(Nc1ccccc1)C1C(c2ccccc2)C1(Cl)Cl (stereo not given)	0.16	i	-1.3
O=C(c1cc(-c2ccco2)on1)N1CCOCC1	0.79	i	-1.2
COc1cccc(CSc2nnc(-c3ccncc3)n2N)c1	0.29	i	-1.5
CCCCNC(=O)NC(C(=O)OC)C12CC3CC(CC(C3)C1)C2 (stereo not given)	0.61	i	-0.9
C=CCNc1nc(-c2ccc([N+](=O)[O-])cc2)cs1	-1.52	i	0.3
O=C(OCc1cccc(C(F)(F)F)c1)c1cc([N+](=O)[O-])ccc1N1CCOCC1	1.35	i	-1.3
Cc1[nH]c(C)c(S(=O)(=O)N2CCN(c3ccc(Cl)cc3)CC2)c1C(=O)N1CCCC1	1.54	i	-0.2
C=CCNC(=S)NNC(=O)c1ccc(=O)n(Cc2ccccc2)c1	-0.8	i	-0.9
N#Cc1ccc(OCc2nnc(SCC(=O)c3ccccc3)n2-c2ccccc2)cc1	-1.08	i	0.6
Cc1ccc(NC(=O)Nc2ccccc2C#N)c(Cl)c1	1.94	i	-0.7
O=C(NCc1ccccc1)C1=C[C@@H](c2ccccc2)C[C@@H](OCc2ccc(CO)cc2)O1	1.8	i	-2.4
C=CCSc1ncnc2c1oc1nc3c(cc12)COC(C)(C)C3	1.42	i	-0.4
Cc1ccc(SCC(=O)Nc2nnc(-c3ccco3)o2)cc1	-0.28	i	-0.6
CCCNC(=O)c1onc(CSc2ccc(Cl)cc2)c1C(=O)NCC1CC1	1.17	i	0.6
CCN1CCN(Cc2ccc(NC(=O)c3ccc(C)c(NC(=O)c4ccc5n[nH]nc5c4)c3)cc2C(F)(F)F)CC1	0.4	i	1.1
CCOc1ccc(S(=O)(=O)n2cc(F)c(=O)[nH]c2=O)cc1	-0.25	i	-1.2
COc1ccccc1CNC(=O)CN1C(=O)c2ccc([N+](=O)[O-])cc2C1=O	0.69	i	-2.9
C=CCN(CC=C)S(=O)(=O)c1ccc(NC(=S)NC(=O)C2CC2)cc1	-0.33	i	-0.4
Cc1n[nH]c(=S)c2nn(-c3ccccc3F)c(C)c12	0.91	i	x
O=C(NNC(=S)Nc1cccc(C(F)(F)F)c1)c1ccc(Cl)cc1Cl	-0.61	i	-1.4
CCn1c(SCC(N)=O)nc2ccccc2c1=O	-0.97	i	-0.1
Nc1nc(NCC2CCCO2)nc(Nc2cccc(Cl)c2)c1[N+](=O)[O-] (stereo not given)	-1.49	i	4.5

Whole records from above.
O=C(NNC(=S)Nc1cccc(C(F)(F)F)c1)c1ccc(Cl)cc1Cl across the screens: Kir21 inh = -0.61; KCNQ2 inh = i; STK33 inh = -1.4
CCN1CCN(Cc2ccc(NC(=O)c3ccc(C)c(NC(=O)c4ccc5n[nH]nc5c4)c3)cc2C(F)(F)F)CC1 across the screens: Kir21 inh = 0.4; KCNQ2 inh = i; STK33 inh = 1.1

Further structures
SMILES	Kir21 inh	KCNQ2 inh	STK33 inh
CCNS(=O)(=O)c1ccc(NC(=O)c2c(-c3ccccc3)noc2C)cc1	-1.99	i	-0.9
CCOc1c2ccc(C(=O)NC3CCCc4ccccc43)cc2nn1CC (stereo not given)	1.99	i	0.2
CCOc1cc(C(=O)NC(C)c2ccncc2)cc(OCC)c1OCC (stereo not given)	0.93	i	-1.5
COC(=O)c1sccc1NC(=O)c1ccc(OC)cc1	-3.25	i	-3.1
CCOc1cc(C(=O)OCc2cccc(OC)c2OC)ccc1OCC(=O)N1CCOCC1	-1.84	i	-1.0
O=[N+]([O-])c1ccc(N2CCc3ccccc3C2)cc1	-2.92	-7.08*	-0.2
COc1cc(/C=N\NC(=O)c2ccccc2F)ccc1Oc1ccc([N+](=O)[O-])cn1	1.6	i	-2.0
CCn1c(CCNS(=O)(=O)c2ccccc2Br)nnc1SC	0.12	i	-0.3
CCOCCCNC(=O)Cn1cc2c(n1)CCCCC2	-0.01	i	0.6
Cc1cc(NC(=O)C(C)SCC(=O)OCc2ccc([N+](=O)[O-])cc2)no1 (stereo not given)	0.06	i	-0.2
CCCNC(=O)c1ccc(N2CCC3(CC2)CC(c2cccc(Br)c2)=NO3)c(NC(=O)c2cccc(OC)c2)c1	-0.61	i	0.0
CC1CCN(c2ccccc2NC(=O)c2ccc(N3CCOCC3)c([N+](=O)[O-])c2)CC1	-1	i	-1.0
CCN(CC)c1ccc(/C=N/N2CCN(Cc3ccccc3)CC2)cc1	0.16	i	-1.5
O=C(COc1ccccc1)N1CCN(C(=O)c2cccs2)CC1	2.3	i	-1.6
COc1ccccc1NS(=O)(=O)c1cccc(C(=O)NCC(c2ccco2)N2CCCCC2)c1 (stereo not given)	0.53	i	x
CCn1c(COC(=O)CNC(=O)c2ccccc2F)nc2cc(S(=O)(=O)N(C)C)ccc21	2.14	i	-1.2
CCOc1ccccc1C(=O)Nc1cccc(-c2ccc(N3CCOCC3)nn2)c1	-0.64	i	-0.7
Nn1c(=O)c2ccccc2n2c(SCc3ccc(C(F)(F)F)cc3)nnc12	0.91	i	-3.5
CCN1CCN(CC(=O)Nc2cccc(C)c2)C(=O)C1=O	0.02	i	1.1
CC(=O)Nc1ccc(N2C(=O)c3ccc(S(=O)(=O)c4ccc(C(=O)O)cc4)cc3C2=O)cc1	0.99	i	-0.6

Two successive entries already listed, quoted:
SMILES	Kir21 inh	KCNQ2 inh	STK33 inh
CCN1CCN(CC(=O)Nc2cccc(C)c2)C(=O)C1=O	0.02	i	1.1
CC(=O)Nc1ccc(N2C(=O)c3ccc(S(=O)(=O)c4ccc(C(=O)O)cc4)cc3C2=O)cc1	0.99	i	-0.6

Quoted from the listing:
CCn1c(CCNS(=O)(=O)c2ccccc2Br)nnc1SC in Kir21 inh is entered as 0.12
O=[N+]([O-])c1ccc(N2CCc3ccccc3C2)cc1 in KCNQ2 inh is entered as -7.08*
Nn1c(=O)c2ccccc2n2c(SCc3ccc(C(F)(F)F)cc3)nnc12 in STK33 inh is entered as -3.5
COc1ccccc1NS(=O)(=O)c1cccc(C(=O)NCC(c2ccco2)N2CCCCC2)c1 (stereo not given) in Kir21 inh is entered as 0.53
CCOCCCNC(=O)Cn1cc2c(n1)CCCCC2 in STK33 inh is entered as 0.6
Cc1cc(NC(=O)C(C)SCC(=O)OCc2ccc([N+](=O)[O-])cc2)no1 (stereo not given) in Kir21 inh is entered as 0.06

(list continues)
SMILES	Kir21 inh	KCNQ2 inh	STK33 inh
COc1ccc(-c2nc(CN3CCC(C(=O)N4CCOCC4)CC3)c(C)o2)c(OC)c1	-0.83	i	-1.1
CC1=NOC(=O)/C1=C\c1ccc(-c2cccc(Cl)c2)o1	-1.26	i	-1.0
CCCc1ccc(C(=O)CCC(=O)NNC(=O)c2ccncc2)cc1	-0.22	i	0.0
CN(C)c1ccc(/C=N\NC(=O)CC#N)cc1	0.01	i	-2.2
CC(C(N)=O)N1c2cccc3cccc(c23)S1(=O)=O (stereo not given)	-1.19	i	1.1
Cc1cccc(OCc2nnc(SCC(=O)N3c4ccccc4CCc4ccccc43)o2)c1	-0.92	-7.3*	2.0
CCCN1CCc2c(sc(NC(=S)NC(=O)c3ccccc3)c2C#N)C1	0.02	i	-1.9
COc1ccc(S(=O)(=O)NCCSCc2ccco2)cc1Cl	-6.27*	i	-0.3
CCOC(CNC(=O)c1cc(C)nn1-c1ccccc1)OCC	-0.09	i	-2.4
O=C(Nc1ccc(F)cc1)Nc1ccc2c(c1)OCO2	0.31	i	-1.6
Cc1ccc(S(=O)(=O)Nc2ccc(C(=O)N3CCOCC3)cc2)cc1	-1.27	i	0.8
O=C(Nc1cccc(-c2nnc(-c3ccccc3)o2)c1)C1CCCCC1	0.04	i	-0.7
O=C(CSc1ncn[nH]1)N1N=C2/C(=C/c3ccccc3)CCCC2C1c1ccccc1 (stereo not given)	-0.56	-5.74*	-2.3
CN(C)S(=O)(=O)c1ccc(NC(=O)c2ccncc2)cc1	0.31	i	0.1
COc1ccc(CNc2c(C(=O)O)cnc3c2cnn3C)cc1	0.3	i	1.6
Cc1c(C(=O)Nc2cccc([N+](=O)[O-])c2)csc1-c1ccccc1	-2.1	i	-0.8
COc1ccc(C(=O)Nc2ccnn2C2CCN(Cc3ccccn3)CC2)cc1	0.41	i	0.7
CC1CCN(C(=O)CSc2nc3c(c(=O)n2C)SCC3)CC1	0.97	i	-0.2
Cc1nn(-c2ccccc2)c2ncc(C(=O)c3cc(Cl)ccc3O)cc12	-0.69	i	-3.1
COc1c(C)cc(Br)cc1C(=O)NC(=S)NCc1ccco1	0.28	i	-0.9
Cc1c(NC(=O)COC(=O)c2ccc(Br)o2)c(=O)n(-c2ccccc2)n1C	1.76	i	-0.6
CCOc1ccc(NC(=O)COC(=O)C2C3CC4OC(=O)C2C4C3)cc1 (stereo not given)	0.4	i	1.0
CCOC(=O)c1sc(NC(=O)c2ccc(S(=O)(=O)N(CC)CC)cc2)nc1C	-0.07	i	-2.4
COC(=O)C1CCN(S(=O)(=O)c2ccc(NC(C)=O)cc2)CC1	-0.03	i	-1.4
Cc1ccc(Nc2nnc(SCc3nc4ccccc4c(=O)[nH]3)s2)cc1	0.65	i	-3.0
Cc1ccc(S(=O)(=O)N(CCC(=O)O)c2ccccc2)cc1	2.05	i	-1.5
COc1ccccc1NC(=O)c1csc2c1CCC(C)C2 (stereo not given)	-1.37	i	0.1
